DT40 TDP1 no CPT: qHTS for Inhibitors of human tyrosyl-DNA phosphodiesterase 1 (TDP1): qHTS in cells in absence of CPT. DT40 Tdp1-/- hTDP1 cells, no CPT, ATP luminescence, 48 h. Potency, µM (top dose mostly 46.2 µM), for inactives: at the top dose activity change, negative = growth inhibition, most hits filed as inhibitors. 15% of 420,000 active; note: nearly all actives have a fitted effect of over 55% in size
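Growth kinetics read by CellTiter-Glo luminescence after ≥48 hr at 37 °C. Cells: DT40 Tdp1-/- stably carrying human TDP1, 400 per well, compound exposure in the absence of CPT (DMSO vehicle).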
KAT2A inh: GCN5L2 (KAT2A) acetyltransferase inhibition | AID 504327 | GCN5L2 HAT assay, ThioGlo1 CoA-SH fluorescence | Q92830 | 0.21% of 390,000 active | Potency, µM (series often up to 58.9 µM), for the others: top-dose activity change, negative = inhibition, hits mostly inhibitors
Target sequence (Q92830 whole entry, looked up): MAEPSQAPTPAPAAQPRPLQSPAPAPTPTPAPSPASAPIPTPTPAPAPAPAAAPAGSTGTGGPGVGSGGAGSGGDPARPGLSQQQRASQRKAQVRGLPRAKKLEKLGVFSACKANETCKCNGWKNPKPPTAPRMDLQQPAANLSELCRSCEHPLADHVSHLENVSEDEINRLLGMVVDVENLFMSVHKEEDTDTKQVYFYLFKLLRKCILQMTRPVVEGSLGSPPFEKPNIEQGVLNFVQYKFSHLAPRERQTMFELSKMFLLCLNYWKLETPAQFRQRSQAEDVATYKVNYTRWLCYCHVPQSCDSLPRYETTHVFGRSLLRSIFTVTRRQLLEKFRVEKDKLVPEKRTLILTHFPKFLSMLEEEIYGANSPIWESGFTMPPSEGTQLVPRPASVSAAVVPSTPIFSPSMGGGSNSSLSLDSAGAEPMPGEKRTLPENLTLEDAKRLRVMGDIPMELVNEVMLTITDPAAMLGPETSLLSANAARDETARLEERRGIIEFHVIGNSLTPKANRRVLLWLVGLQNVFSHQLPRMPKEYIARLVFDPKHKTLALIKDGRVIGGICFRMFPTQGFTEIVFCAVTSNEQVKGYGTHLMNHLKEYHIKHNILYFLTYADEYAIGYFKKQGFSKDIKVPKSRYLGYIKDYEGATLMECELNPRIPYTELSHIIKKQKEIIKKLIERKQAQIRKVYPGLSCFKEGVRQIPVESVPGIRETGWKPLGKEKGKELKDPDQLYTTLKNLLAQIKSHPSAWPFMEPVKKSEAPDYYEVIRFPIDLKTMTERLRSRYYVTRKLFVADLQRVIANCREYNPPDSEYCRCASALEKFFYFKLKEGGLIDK
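Titration-based screen in which CoA formation is detected via maleimide probe ThioGlo1 (50uM) turning fluorescent on thiol reaction; substrates H3(1-25) 75uM and acetyl-CoA 70uM, GCN5L2 20nM, 20 min incubation at room temperature.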
TDP1 block: inhibitors of human tyrosyl-DNA phosphodiesterase TDP1; Q9NUW8; recombinant TDP1, AlphaScreen DNA substrate cleavage; Potency, µM (highest dose often 130 µM), without a hit: at the top dose activity change, negative = inhibition, actives largely listed as inhibitors; 0.28% of 350,000 active; note: nearly all actives have a fitted effect of over 40% in size
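Tdp1 1 nM final; 15 min RT w/ cpd; substrate 15 nM, 5 min; beads 10 ug/ml, 10 min; AlphaScreen read. Neg ctrl: no enzyme.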
* = called active by the depositor; ? = inconclusive; · = not tested or not shown; & = joins results of further samples; [ ] = another dose, or the depositor's remark. Calls come from the whole dose curve; as a rule, active = well fitted curve in the direction sought with a large enough effect; inconclusive = small, poorly fitted or top-dose-only effect, or another doubt; inactive = no such curve, though single readings can be large; an effect the other way counts as inactive or inconclusive. % is set by controls: 0 for no effect and ±100 for the full control effect; potency is the fitted concentration of half-maximal effect. These rows are one share of the data; count on the stated rates, not on these rows.

SMILES | KAT2A inh | DT40 TDP1 no CPT | TDP1 block
Cc1cc(C(=O)N2CCN(c3ccccc3)CC2)c2c(C)nn(-c3cccc(F)c3)c2n1 | -13% | 16µM* | -2%
CCOC(=O)N1CCN(c2ncc(C(F)(F)F)cc2Cl)CC1 | -2% | ? | 2%
Cc1ccc(N/N=C(\C#N)C(=N)N2CCCCC2)cc1 | -3% | -25% | 7%
CNc1ccccc1C(=O)OCC(=O)c1ccccc1 | -6% | -3% | -2%[21 µM]
COc1ccccc1NC(=O)COC(=O)c1c[nH]c2ccccc12 | -5% | -11% | -1%[56.1 µM]
CC(NC(=O)COC(=O)c1cc(=O)c2ccccc2o1)c1ccccc1 (centres undefined) | -4% | -8% | 3%
CC(=O)Nc1ccc(OCCC[n+]2ccccc2)cc1 | -6% | 22% | 0%
COc1ccc(-n2ccnc2SCC(=O)NCc2ccco2)c(OC)c1 | 1% | -25% | 5%
CC(C)c1c(O)nc(SCC(=O)Nc2ccc3c(c2)CCC3)[nH]c1=O | · | 9% | 3%
CCNC(=O)NC(=O)C(C)OC(=O)Cc1coc2cc3c(cc12)CCC3 (centres undefined) | -2% | 2% | 5%
CCCNC(=O)C1CCN(S(=O)(=O)c2ccc3[nH]c(=O)ccc3c2)CC1 | -3% | -3% | ·
CCN1CCN(c2nc3sc4c(c3c(=O)n2-c2ccc(OC)cc2)CCCCC4)CC1 | -9% | ? | 4%
COc1cc(C(=O)Nc2nnc(C)s2)cc(OC)c1OC | -1% | -2% | 5%
CC#CC[N+](C)(C)CCCCCCCCCCCC | 2% | 0.46µM* | 5%
Cc1ccc(Nc2cc(C(=O)NCCCN3CCOCC3)c3ccccc3n2)cc1C | -5% | ? | 1%
COCCNC(=O)C/C(C)=N/NC(=O)C(=O)NC1CCCCC1 | -4% | 1% | 3%
COc1ccccc1N1CCN(C(=O)c2cc(CC(C)C)on2)CC1 | -4% | ? | 7%
CC(OC(=O)CNC(=O)C1CCCCC1)C(=O)NCc1ccccc1 (centres undefined) | -3% | -20% | 2%
COc1ccccc1NC(=O)c1nnn(Cc2ccccc2)c1NC(C)=O | 3% | -13% | -1%
O=C(O)c1ccc(Cn2c(=S)[nH]c3cc(Cl)ccc3c2=O)cc1 | -11% | -6% | ·
Cc1cc(Br)c2c(c1)=C(c1sc(N3CCCCCC3)nc1O)C(=O)N=2 | 2% | ? | 3%
C/C(=N\Nc1cc(C(F)(F)F)ccc1Cl)c1ccncc1 | -13% | -15% | ·
CCC(=O)Oc1ccc2c(C)cc(=O)oc2c1C | -27% | 6.5µM* | 5%
COc1cc(/C(C)=N/NC(=O)CSc2nc3ccccc3[nH]2)ccc1O | -2% | 4% | 8%
CCOC(=O)c1cnc2c(ccc3ccccc32)c1Nc1ccc(OC)cc1OC | -5% | ? | ·
O=C(O)CCn1c(SCc2cccc3ccccc23)nc2ccccc21 | -4% | -20% | 0%
CC(=O)c1cccc(OCc2cc(C(=O)N3CCC(N4CCCCC4)CC3)no2)c1 | -1% | 11% | 4%
Cc1ccc(C#N)c(SCc2ccccc2[N+](=O)[O-])n1 | -4% | -1% | 0%
Cc1[nH]c(=O)[nH]c(=O)c1NC(=O)c1cccs1 | 0% | -2% | 0%
O=C(O)/C=C\C(=O)Nc1ccc(N2CCN(c3ccc(Cl)c(Cl)c3)CC2)cc1 | 4% | ? | 6%

Pulled one by one from above (seven):
SMILES | KAT2A inh | DT40 TDP1 no CPT | TDP1 block
Cc1cc(C(=O)N2CCN(c3ccccc3)CC2)c2c(C)nn(-c3cccc(F)c3)c2n1 | -13% | 16µM* | -2%
CCOC(=O)c1cnc2c(ccc3ccccc32)c1Nc1ccc(OC)cc1OC | -5% | ? | ·
COc1ccccc1NC(=O)c1nnn(Cc2ccccc2)c1NC(C)=O | 3% | -13% | -1%
COc1ccccc1NC(=O)COC(=O)c1c[nH]c2ccccc12 | -5% | -11% | -1%[56.1 µM]
CC(OC(=O)CNC(=O)C1CCCCC1)C(=O)NCc1ccccc1 (centres undefined) | -3% | -20% | 2%
Cc1ccc(Nc2cc(C(=O)NCCCN3CCOCC3)c3ccccc3n2)cc1C | -5% | ? | 1%
CCOC(=O)N1CCN(c2ncc(C(F)(F)F)cc2Cl)CC1 | -2% | ? | 2%

Next section:
SMILES | KAT2A inh | DT40 TDP1 no CPT | TDP1 block
CCOC(=O)c1cnc2ccc(C)cc2c1NCCc1ccc(OC)c(OC)c1 | 8% | 15µM* | ·
O=C(CN1C(=O)c2cccc3cccc1c23)N1CCN(c2cccc(Cl)c2)CC1 | -11% | -1% | 3%
CCN1CCc2nc3sc(C(=O)Nc4cccnc4Cl)c(N)c3cc2C1 | -20% | ? | 3%
C=CCOC(=O)C1=C[C@H](c2ccccc2)[C@@H](CCCO)[C@H](OCC)O1 | 2% | ? | 3%
CCOC(=O)c1c(C)sc(Sc2ccc(Cl)cc2[N+](=O)[O-])c1OC | -12% | ? | 9%
CSc1cc(-c2ccc(Cl)cc2)n(Cc2ccccc2)c(=O)c1C#N | -5% | 15µM* | 1%
Cc1ccc2c(c1)N(CC(=O)NCCC1=CCCCC1)C(=O)c1cccnc1O2 | -6% | ? | ·
CC(=O)NC(Cc1ccc(C)cc1)C(=O)NC1CCN(c2ncccc2[N+](=O)[O-])CC1 (centres undefined) | 2% | 3% | 0%
CN(C(=O)c1cccc(NC(=O)Cc2ccccc2)c1)c1ccccc1 | 1% | ? | ·
CCCCn1c(N)c(N(Cc2ccccc2)C(=O)COc2ccccc2F)c(=O)[nH]c1=O | -4% | -1% | -6%
CCOc1ccccc1NC(=O)CSc1cn(CC(=O)N2CCCCCC2)c2ccccc12 | -14% | 26µM* | 5%
COc1cc(CC(=O)OCC(=O)NCCc2ccc(S(N)(=O)=O)cc2)cc(OC)c1OC | -1% | 15% | -3%[56.1 µM]
COCCCNC(=O)Cn1c(=O)n(Cc2ccccc2Cl)c(=O)c2cc(OC)c(OC)cc21 | -6% | -13% | 8%
CSc1cccc(NC(=O)c2c(Cl)cnn2C)c1 | · | -12% | -1%
CC1CCN(CCC(=O)Nc2ccc3c(c2)CCC3)CC1 | 1% | -19% | -1%[56.1 µM]
CN(CC(=O)Nc1ccc(Cl)cc1)C(=O)c1cccc(S(=O)(=O)N2CCN(Cc3ccccc3)CC2)c1 | -14% | 5.2µM* | 6%
COCCNS(=O)(=O)c1cccn1-c1ncc(C(F)(F)F)cc1Cl | 1% | ? | 5%
O=c1c2[nH]c3cccc(Cl)c3c2ncn1Cc1ccco1 | -6% | -5% | 3%
CCOc1ccc(C(=O)NCC(=O)OCC(=O)c2ccc3c(c2)-c2ccccc2C3)cc1 | -4% | 1% | -1%
COc1ccc2cc(C(=O)C3CCCN(C(=O)CCc4cnn(C)c4)C3)ccc2c1 (centres undefined) | -22% | ? | ·
CCCSc1nnc(-c2cnn(-c3ccccc3)c2-n2cccc2)n1C | 4% | 15µM* | 4%
CCCCOc1ccc(OCCNC(=O)C2CCCN2C(=O)Nc2ccccc2)cc1 (centres undefined) | -3% | ? | 6%[0.0935 µM]
CCOC(=O)Cn1c(=O)cc(-c2ccccc2)c2c(C)nn(C)c21 | -18% | ? | -3%
Cn1c(=O)[nH]c(NC2CCCCC2)c([N+](=O)[O-])c1=O | -6% | 18% | 2%
c1cnc(N2CCN(Cc3ccc4c(c3)OCO4)CC2)nc1 | ? | ? | 4%
CSCc1nnc(NC(=O)c2ccc(S(=O)(=O)N3CCCCC3C)cc2)o1 (centres undefined) | -5% | 21µM* | 3%
CCC(=O)N1CCc2cc(S(=O)(=O)NCCC(=O)Nc3cc(C)cc(C)c3)ccc21 | -2% | -12% | 6%
O=C(CNCCO)Nc1ccc(F)c(Cl)c1 | -2% | 1% | 6%
CC(C)NC(=O)NC(=O)CSc1ncc(C(F)(F)F)cc1Cl | 0% | -9% | 3%
Cn1c(=O)[nH]c(=O)c2c1nc(CN1CCN(c3cccc(Cl)c3)CC1)n2CCN1CCOCC1 | -1% | ? | 3%
NC(=S)N/N=C/c1cn(CCC(=O)O)nc1-c1cccc(Br)c1 | -1% | 2% | 3%
COc1cc(NC(=O)CN2C(=O)NC(C)(c3ccccc3)C2=O)c(C)cc1[N+](=O)[O-] (centres undefined) | -9% | -10% | 1%
COc1ccc(C(=O)NCc2nnc(SCC(=O)Nc3cc(Cl)ccc3OC)o2)cc1 | -1% | -12% | 2%
Cc1ccc(S(=O)(=O)Nc2ncccn2)cc1 | -5% | 1% | ·
CCCNC(=O)COc1coc(CN2CCN(c3ccccc3F)CC2)cc1=O | -2% | 11% | 0%
COc1ccc(CNC(=O)C2CCN(c3nnc(N4CCCC4=O)s3)CC2)cc1 | ? | -8% | ·
CC(=O)Nc1nc(C)c(-c2csc(Nc3cccc([N+](=O)[O-])c3)n2)s1 | -8% | 5.2µM* | -1%
O=C(NCc1ccc(Cl)s1)c1cc(COc2c(F)cccc2F)on1 | 2% | ? | 1%
Cc1ccc(C)c(C2=CSC3=NS(=O)(=O)CCN23)c1 | -6% | -2% | 1%
Clc1ccc(-n2ncc3c(NCc4ccco4)ncnc32)cc1 | -3% | 15µM* | 3%
COc1cc(NS(=O)(=O)c2ccc(N/C=C\C(=O)c3ccc(OC)c(OC)c3)cc2)nc(OC)n1 | -19% | ? | 1%
CCCc1cc(=O)[nH]c(SCC(=O)Nc2cc(S(=O)(=O)N3CCOCC3)ccc2N(CC)CC)n1 | -3% | -66% | 5%
COC(=O)c1cccc(NC(=O)CSc2nnc(COc3ccccc3)n2C)c1 | 2% | -7% | 8%
Cc1ccc(CNC(=O)c2ccc(CS(=O)Cc3cccc(Cl)c3)o2)cc1 (centres undefined) | -5%&-1% | ? | 1%&5%
COc1cccc(C(=O)NCc2cn3ccccc3n2)c1 | -6% | 17% | 11%
COc1ccc(Cl)cc1C(=O)Nc1ccc(NC(=O)C(C)C)cc1 | 9% | 18µM* | 2%
Oc1ccccc1C1CC(c2cccs2)=NC(c2ccc(Cl)cc2)N1 (centres undefined) | -1% | 4.1µM* | 0%
CN1CCN(c2ccc(CNS(=O)(=O)c3ccccc3)cc2)CC1 | -6% | -29% | 0%
COc1ccc(/C=C/C(=O)Nc2ccc(OC)nc2)cc1 | -6% | ? | 3%
CCOc1ccc(-n2c(-c3ccccc3)c[n+]3c2CCCCC3)cc1 | -4% | 0.029µM* | -3%
CCc1ccc(NC(=O)c2c(C(=O)Nc3ccccc3)sc3nc(C)cc(=O)n23)cc1 | -10%&-6% | ? | 3%&2%
CN(C(=O)CSC(=O)c1ccccc1)c1ccccc1 | -6% | -1% | 5%
COc1ccc(-n2c(SCC(=O)NCc3ccccc3)nc3c([nH]c4ccccc43)c2=O)cc1 | -3% | ? | 1%
Cc1ccc(NC(=O)Cn2nc(-c3ccccc3Cl)ccc2=O)c(Br)c1 | -10% | -2% | 8%
CC(Sc1nnc(COc2ccc(Cl)cc2)o1)C(=O)Nc1ccc(N2CCOCC2)cc1 (centres undefined) | 0% | -19% | -3%
Cc1cc(C)n(CC(O)CN(c2ccccc2)S(=O)(=O)c2ccccc2)n1 (centres undefined) | -3% | ? | 2%
COc1ccc(NC(=O)c2sc3nc(C)c(C(=O)Nc4ccc(C)cc4C)c(-c4cccs4)c3c2N)cc1 | -5% | -24% | 0%
O=C(Nc1ccncc1)c1ccc(NS(=O)(=O)c2cccc(F)c2)cc1 | 3% | 21µM* | 2%
COc1ccc(S(=O)(=O)Nc2cc(C)cc(C)n2)c2ccccc12 | -8% | -18% | 5%
CCOC(=O)CC1C(=O)NCCN1C(=O)c1sc2ccccc2c1Cl (centres undefined) | 4% | 2% | 5%

Entries of single compounds, quoted from the list.
Shown for `Oc1ccccc1C1CC(c2cccs2)=NC(c2ccc(Cl)cc2)N1` (centres undefined) : KAT2A inh: -1%; DT40 TDP1 no CPT: 4.1µM*; TDP1 block: 0%
Shown for `COc1ccc(NC(=O)c2sc3nc(C)c(C(=O)Nc4ccc(C)cc4C)c(-c4cccs4)c3c2N)cc1` : KAT2A inh: -5%; DT40 TDP1 no CPT: -24%; TDP1 block: 0%

(continued)
SMILES | KAT2A inh | DT40 TDP1 no CPT | TDP1 block
CC(C)CN1CN(Cc2ccco2)CNC1=S | -2% | -3% | 3%
Cc1cc(Oc2ccc([N+](=O)[O-])cc2)nc(N2CCOCC2)n1 | -3% | -1% | 5%
COC(=O)c1cnc(NNS(=O)(=O)c2ccc(Cl)cc2)nc1C(F)(F)F | -7% | -20% | 1%
CCOC(=O)N/N=C/c1c[nH]c2ccccc12 | -5% | 3% | 6%

As entered above:
Under KAT2A inh, COC(=O)c1cnc(NNS(=O)(=O)c2ccc(Cl)cc2)nc1C(F)(F)F is entered as -7%
Under DT40 TDP1 no CPT, CC(C)CN1CN(Cc2ccco2)CNC1=S is entered as -3%
Under DT40 TDP1 no CPT, CCOC(=O)N/N=C/c1c[nH]c2ccccc12 is entered as 3%

Assay outcomes: PubChem BioAssay, National Center for Advancing Translational Sciences (NCATS)
